Screening data as filed in PubChem BioAssay.
GSK3 alpha inh = inhibitors of human GSK-3 alpha kinase; ADP-Glo luminescence, 60 min; 0.1% of 320,000 active; inhibition, % at 10 µM; P49840;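 in the data active = inhibition above about 50%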;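 also: GST-tagged GSK-3 alpha with peptide substrate and 25 µM ATP; 0% = DMSO neutral wells and 100% = GW8510 positive control wells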
GSK3B inh = human GSK3beta kinase inhibition. P49841. activity score (negative = inhibition), % at 10 µM. GST-GSK3beta kinase, ADP-Glo luminescence, 60 min; hits give low values. 0.038% of 300,000 active. AID 2097;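 active = more than half of replicate wells score below -50%, meaning over 50% inhibition versus plate controls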;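 also: 0% = median DMSO wells and -100% = median GW8510 positive control wells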
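Assay system: GST-tagged human GSK3beta kinase, cell-free; Input: 1.6 ng GSK3beta; Medium: Tris/MgCl2 kinase buffer; Timing: 60 min enzyme reaction, room temperature; Signal: ADP-Glo luminescence quantifying ADP generated by kinase; Evaluation: score relative to plate controls; Benchmarks: DMSO neutral wells and GW8510 at 20 µM as positive.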
KCNQ1 inh = human KCNQ1 channel inhibition; B-score at 10 µM; 1.3% of 310,000 active; P51787; CHO-K1 KCNQ1, FluxOR thallium flux fluorescence; hits give high values; AID 2642;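 active = compounds whose thallium flux B-score, printed positive for inhibition, exceeds three library SD while starting fluorescence stays within three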;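 also: channel opened by potassium depolarization with thallium stimulus after 20 min compound exposure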
Target sequence (P51787 whole entry, looked up): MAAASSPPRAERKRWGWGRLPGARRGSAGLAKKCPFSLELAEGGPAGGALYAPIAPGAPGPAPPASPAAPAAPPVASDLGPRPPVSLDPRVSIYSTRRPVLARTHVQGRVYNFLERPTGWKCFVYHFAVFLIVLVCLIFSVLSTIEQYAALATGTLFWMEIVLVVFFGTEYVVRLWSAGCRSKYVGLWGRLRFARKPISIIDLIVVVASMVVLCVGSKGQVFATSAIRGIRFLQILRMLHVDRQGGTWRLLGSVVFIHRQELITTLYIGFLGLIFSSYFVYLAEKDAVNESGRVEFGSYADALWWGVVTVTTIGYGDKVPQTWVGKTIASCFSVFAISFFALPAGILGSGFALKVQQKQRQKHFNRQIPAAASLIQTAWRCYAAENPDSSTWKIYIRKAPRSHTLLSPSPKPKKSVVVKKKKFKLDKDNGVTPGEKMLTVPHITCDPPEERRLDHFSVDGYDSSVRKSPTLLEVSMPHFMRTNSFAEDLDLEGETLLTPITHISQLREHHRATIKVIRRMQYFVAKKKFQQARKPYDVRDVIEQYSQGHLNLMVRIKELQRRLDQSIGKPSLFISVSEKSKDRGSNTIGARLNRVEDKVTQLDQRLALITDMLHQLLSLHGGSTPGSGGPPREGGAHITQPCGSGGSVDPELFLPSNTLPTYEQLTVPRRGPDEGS
KCNK3 block = human KCNK3 channel inhibition, primary screen. O14649. CHO-KCNK3 thallium flux, FluxOR fluorescence; hits give low values. B-score at 10 µM. 0.84% of 340,000 active. AID 602410;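 active = B-score under library mean minus 4 SD, starting fluorescence ratio at most library mean plus 5 SD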;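 also: more negative B-score means stronger inhibition of thallium flux through KCNK3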
Dyrk1A ADPGlo = Dyrk1A (rat) kinase inhibition. Q63470. ADP-Glo luminescence, NFATc1 peptide. inhibition, % at 12.5 µM. 0.43% of 310,000 active. AID 504441; in the data active = inhibition above about 50%;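 also: plate controls were vehicle with enzyme for no effect and no enzyme for full effect; many of its hits are not listed in these tables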
KCNQ1 act = potentiates or activates the human KCNQ1 potassium channel | P51787 | CHO-K1 KCNQ1, thallium flux FluxOR fluorescence; hits give high values | B-score at 10 µM | 0.35% of 310,000 active;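 active = fluorescence ratio B-score, a plate-corrected score, at least three library SD, with initial intensity B-score within 5 SD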
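Medium – assay buffer, equal DMSO in all wells · Material – CHO-K1 cell line with stable KCNQ1 potassium channel expression · Signal – kinetic FluxOR thallium fluorescence, 10-s 1-Hz baseline, 110-s post-stimulus read · Compound – single concentration per compound, DMSO matched to controls · Schedule – 37 °C overnight plating, 90-min dark dye load, 20-min compound pretreatment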
RGS4 inh = inhibitors of human RGS4; HEK293 M3R/RGS4 inducible, Fluo-4 calcium flux; hits give high values; triggered by carbachol at its EC20; B-score at 10 µM; P49798; 0.45% of 310,000 active; AID 463165;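 active = B-score, a plate-corrected calcium signal, over three deviations above library mean, with baseline fluorescence within five deviations of library mean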;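 also: RGS4 expression induced by doxycycline in cells with stable M3 receptor; B-score is computed from the integrated fluorescence ratio over baseline after carbachol; higher B-score means a larger calcium signal and so more RGS4 inhibition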
Target sequence (P49798 whole entry, looked up): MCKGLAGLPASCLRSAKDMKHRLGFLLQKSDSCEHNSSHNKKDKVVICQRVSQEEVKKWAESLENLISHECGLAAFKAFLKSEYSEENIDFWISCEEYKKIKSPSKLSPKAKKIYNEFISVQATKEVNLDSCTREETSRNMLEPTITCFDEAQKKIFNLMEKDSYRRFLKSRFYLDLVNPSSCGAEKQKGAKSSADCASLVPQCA
KCNK9 block = inhibitors of human KCNK9 two-pore domain potassium channel. Q9NPC2. 1.2% of 310,000 active. B-score at 10 µM. HEK293 KCNK9, FluxOR thallium flux fluorescence; hits give low values;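 active = ratio B-score over 3 SD below the library mean, with starting fluorescence within 5 SD of its mean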;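 also: negative B-score means less thallium flux so channel inhibition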
RGS4 act = potentiators or activators of RGS4 | HEK293 M3R/inducible RGS4, carbachol calcium flux Fluo4; hits give low values | B-score at 10 µM | 0.92% of 310,000 active;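 active = B-score of the integrated calcium signal more than 4 SD below the library mean, with starting fluorescence not abnormally high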;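 also: negative B-score means reduced calcium response which marks RGS4 activation or potentiation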
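test system = HEK293 cells with stable M3R and inducible RGS4 | schedule = recording 10 s baseline at 1 Hz, 100 s post-agonist | technique = Fluo4-AM (2 µM) calcium-flux fluorescence, kinetic read | measure = Agonist-evoked peak-minus-minimum fluorescence over baseline, integrated ratio, B score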
hERG rescue = compounds protecting human hERG from proarrhythmic drug block | Q12809 | CHO-hERG, FluxOR thallium flux, dofetilide IC70 present | activation (rescue from dofetilide block), less the hit threshold, % at 10 µM | 0.51% of 310,000 active | AID 1511;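 active = activation above the mean of controls blocked by dofetilide plus 5 SD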;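 also: thallium influx through hERG after potassium depolarization seen as dye fluorescence rise; in these data hits start at about 4.7%; inactives centre near -7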
PolyA inh = blocks polyadenylation in yeast reporter cells | S. cerevisiae SKY197-pL101 polyadenylation reporter, beta-gal luminescence; efflux-impaired pdr1/pdr3 knockout yeast; score 100 = 6 SD above DMSO | calls only at 12 µM | 0.02% of 300,000 active | AID 1875;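 active = lowest replicate activity score at least 50, where 100 means six control SD above control mean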;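 also: yeast exposed to compound for 9 h at 30 °C; higher score means more reporter readthrough which indicates perturbed polyadenylation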
* = called active by the depositor; i = inactive; · = not tested or not shown.

SMILES	GSK3 alpha inh	GSK3B inh	KCNQ1 inh	KCNK3 block	Dyrk1A ADPGlo	KCNQ1 act	RGS4 inh	KCNK9 block	RGS4 act	hERG rescue	PolyA inh
COc1cccc(C(=O)C2CCCN(CC3=Cc4cc(OC)ccc4OC3)C2)c1 (stereo not given)	-3	4	i	i	6	i	i	i	-7*	-15	i
COc1ccc(Cc2nnc(NC(=O)c3ccc(OC(C)=O)cc3)s2)cc1OC	-4	-3	i	i	7	i	i	i	i	-3	i
O=C(Cn1nnc(-c2cccs2)n1)N1CCc2ccccc2C1	-4	-6	i	i	6	i	i	i	i	-5	i
COc1ccc(NC(=O)CCS(=O)(=O)c2cccc3nonc23)c(OC)c1	5	-2	i	i	-3	i	i	i	i	-9	i
COCCCN1CCc2[nH]c(=S)[nH]c(=O)c2C1	·	-1	i	i	-1	i	i	i	i	-6	i
CC(C)Nc1nc2c(c(=O)n(C)c(=O)n2C)n1C	-1	1	i	i	12	i	i	i	i	-6	·
CC(=O)N1CCC(N(C(=O)Nc2c(F)cccc2F)C(C)C)CC1	-2	-2	i	i	6	i	i	i	i	-6	i
COc1ccc(-n2c(O)c(C=Nc3ccccc3)c3ccccc3c2=O)cc1OC	-1	2	i	i	-10	i	i	i	i	-11	i
Cc1cccc(C(C)C)c1NS(=O)(=O)c1cn(C)nc1C	-2	2	i	i	0	i	i	i	i	-8	i
COc1ccc(C2=NOC(C(=O)NCc3cccs3)C2)cc1 (stereo not given)	-1	2	i	i	3	i	i	i	i	-6	i
O=C(OCc1nnc(-c2ccccc2)o1)c1cc(F)c(F)cc1Cl	-1	2	i	i	·	i	i	i	i	-5	i
Cc1cc(Cl)ccc1OC(C)c1nnc(N)s1 (stereo not given)	0	·	i	i	4	i	i	i	i	-7	i
CSc1cccc(N2CC(C(=O)NCCC3=CCCCC3)CC2=O)c1 (stereo not given)	-2	4	i	i	-2	i	i	i	i	-8	i
O=C(COc1cc(Cl)c(Cl)cc1Cl)NCCc1ccccn1	1	5	i	i	0	i	i	i	i	-14	i
CS(=O)(=O)Nc1ccc(C(=O)NCCSCc2ccccc2)cc1	0	-1	i	i	4	i	i	i	i	-5	i
O=C(NNC(=O)c1ccccc1C(=O)O)c1cc2ccccc2o1	-1	1	i	i	-1	i	i	i	i	-6	i
Brc1ccc(CN2CCN(c3ccccn3)CC2)s1	0	0	i	i	-5	i	i	i	i	-6	i
CCN1C(=O)[C@H]2[C@@H](c3ccc(C)cc3)N3C(=O)N(c4ccccc4)C(=O)[C@@]3(CC)[C@H]2C1=O	-2	-1	i	i	2	i	i	i	i	-11	i
Cc1ccc(OC(C)C(=O)Nc2ccc3c(c2)n(C)c(=O)n3C)c(C)c1 (stereo not given)	-1	4	i	i	·	i	i	i	i	-12	i
Cc1cc(NC(=O)CN2C(=O)c3ccccc3C2=O)no1	0	-1	i	i	·	i	i	i	i	-6	i
CC(NC(=O)COC(=O)c1cc([N+](=O)[O-])ccc1N1CCOCC1)c1ccccc1 (stereo not given)	-4	1	i	i	-4	i	i	i	i	-12	i
O=C(O)CC/C(=N\NC(=O)c1ccccc1Br)c1ccccc1	-3	0	i	i	-8	i	i	i	i	-7	i
CCCNC(=O)c1onc(CSc2ccc(F)cc2)c1C(=O)NCC1CC1	0	1	i	i	-5	i	i	i	i	-13	i
O=C(NCc1ccccc1)NC12CC3CC(CC(C3)C1)C2	2	-23	i	i	·	i	i	i	i	-12	i
O=C(c1cccc2ccccc12)N1CCN(Cc2ccccc2F)CC1	4	0	i	i	·	i	i	i	i	-9	i
C=CCNC(=S)N(CC=C)C1CCS(=O)(=O)C1 (stereo not given)	4	-1	i	i	3	i	i	i	i	-4	i
COc1ccc(C(=O)/C(C)=N/O)cc1OC	0	-2	i	i	16	i	i	i	i	1	i
CCNC(=S)N1CCN(c2cccc(C(F)(F)F)c2)CC1	0	-1	i	i	-2	i	i	i	i	-2	i
CCOC(=O)/C=C/C(=O)Nc1ccccc1-c1ccccc1NC(=O)/C=C/C(=O)OCC	-1	1	i	i	-2	i	i	i	i	-7	i
O=C(COc1ccc(Cl)cc1)NCC(=O)N/N=C/c1cccs1	2	12	i	i	-2	i	i	i	i	-12	i
COc1ccc(S(=O)(=O)N(CC(=O)NC2CC2)C2CCCCC2)cc1Cl	0	0	i	i	-2	i	i	i	i	-3	i
CCOC(=O)c1sc(NC(=O)CNC(=O)Cn2cnc3sc(C)c(C)c3c2=O)nc1C	-1	-1	i	i	0	i	i	i	i	-10	i
COc1ccc(-c2noc3c2-c2nc(-c4ccc(C)cc4)sc2CC3)cc1	5	5	i	i	27	i	i	i	i	-9	i
CNC(=S)N1CCN(c2ccccc2OC)CC1	-4	0	i	i	14	i	i	i	i	-16	i
O=C(Cc1cccs1)Nc1ccc(-c2nc3ccccc3[nH]2)cc1	-3	-4	i	i	-10	i	i	i	i	-4	i
CC(=O)c1ccc(N2C(=O)[C@@H]3C(CCC(N)=O)NC4(C(=O)Nc5c4ccc(Cl)c5C)[C@@H]3C2=O)cc1 (stereo not given in full)	-1	-3	i	i	6	i	i	i	i	-10	i
Cc1cccc(C(=O)NNS(=O)(=O)c2ccccc2[N+](=O)[O-])c1	-1	7	i	i	-12	i	i	i	i	-2	i
CCCCC(=O)OCC(=O)N1N=C(c2c[nH]c3ccccc23)C(O)C1c1ccc(OC)cc1 (stereo not given)	0	0	i	i	-3	i	i	i	i	-5	i
Cc1cc(OCc2nnc(SCC(=O)O)n2-c2ccccc2)ccc1Cl	-2	2	i	i	-1	i	i	i	i	-14	i
Cc1ccc(C(=O)c2c3ccccc3[n+]([O-])n2CCO)cc1	3	-2	i	i	4	i	i	i	i	-5	i
CC(=C/c1ccco1)/C=N/NC(=O)c1nnn(-c2nonc2N)c1CN(C)C	59*	3	i	i	-2	i	i	i	i	-16	i
COc1ccc(S(=O)(=O)Nc2ccc3c(c2)N(C(C)=O)CCC3)cc1	0	3	i	i	-2	i	i	i	i	-12	i
COc1ccc(N(CC(=O)Nc2ccc(C)cc2)S(=O)(=O)c2c(C)noc2C)cc1	0	-1	i	i	-3	i	i	i	i	-4	i
CN(C)c1ccc(/C=N/Nc2nc3ccccc3o2)cc1	0	2	i	i	·	i	i	i	i	-2	i
O=C(Nc1ccccc1-c1nnc(SCc2ccccc2)o1)c1ccccc1	9	1	i	i	-1	i	i	i	-7.4*	-17	i
Cc1csc2c(N3CCN(C(=S)Nc4ccc(C(F)(F)F)cc4)CC3)ncnc12	2	2	12*	i	18	i	i	i	i	-9	i
O=C(CN1CCc2ccccc2C1)Nc1cc(S(=O)(=O)N2CCOCC2)ccc1N1CCOCC1	-1	-7	i	i	-1	i	i	i	i	-6	i
COc1ccc(C(=O)N2CCN(S(=O)(=O)c3ccc(C)cc3)CC2)cc1S(=O)(=O)N1CCOCC1	1	0	i	i	2	i	i	i	i	-14	i
O=c1oc2cc(OCc3c(F)c(F)c(F)c(F)c3F)ccc2cc1-c1ccccn1	0	2	i	i	0	i	i	i	i	-6	i
CNC(=S)Nc1ccc2nc(C)c(C)nc2c1	7	-3	i	i	4	i	i	i	i	-16	i
CC1(C)c2ccccc2-c2nc3ccccc3cc2C1O (stereo not given)	-2	-1	i	i	34	i	i	i	i	-5	i
COC(=O)C1=C(O)/C(=C\c2cc(C)n(-c3ccc(F)cc3)c2C)N=C1C	0	-4	i	i	-8	i	i	i	i	-12	i
CCSc1nnc(NC(=O)c2nc(S(=O)(=O)Cc3ccc(F)cc3)ncc2Cl)s1	-6	0	i	i	-7	i	i	i	i	-14	i
Cc1ccc(CN(Cc2cc3cccc(C)c3[nH]c2=O)C(=S)NCCCN(C)C)cc1	2	-3	i	i	-5	i	i	i	i	-11	i
Cc1ccc(C(=O)Nc2c3c(nn2C(C)(C)C)CS(=O)(=O)C3)cc1C	-2	0	i	i	-2	i	i	i	i	-11	i
COc1cc(C(=O)NCCSc2ccc(Br)cc2)cc(OC)c1OC	4	-2	i	i	0	i	i	i	i	-15	i
Cc1ccc(S(=O)(=O)NC(=O)c2cc(C)n(CC(c3ccccc3)N(C)C)c2C)cc1 (stereo not given)	-1	6	i	i	-3	i	i	i	i	-4	i
O=C(CN1C(=O)C2CC=CCC2C1=O)Nc1ccc(S(=O)(=O)N2CCOCC2)cc1 (stereo not given)	-1	4	i	i	·	i	i	i	i	-6	i
CCOc1ccc(OCCSc2nc(-c3ccccc3)cc(=O)[nH]2)cc1	-1	-2	i	i	3	i	i	i	i	-8	i
COC(=O)c1ccc(NC(=O)NCCCl)cc1	-6	-2	i	i	-3	i	i	i	i	3	i
Next entries:
SMILES	GSK3 alpha inh	GSK3B inh	KCNQ1 inh	KCNK3 block	Dyrk1A ADPGlo	KCNQ1 act	RGS4 inh	KCNK9 block	RGS4 act	hERG rescue	PolyA inh
COc1ccc(C2(O)C(=O)Nc3ccc(C)cc32)cc1OC (stereo not given)	-2	0	i	i	0	i	i	i	i	-1	i
Cn1cccc1C(=O)OCc1ccc(C(C)(C)C)cc1	0	2	i	i	0	i	i	i	i	-10	i
O=C1c2ccccc2C2(c3cc(C(F)(F)F)cc(C(F)(F)F)c3)NCCN12 (stereo not given)	0	0	i	i	1	14*	i	i	i	-8	i
Cn1c2c(c(=O)n(C)c1=O)[C@@H]1c3c(ccc4ccccc34)OC[C@@H]1CO2	-2	3	i	i	2	i	i	i	i	-6	i
COc1ccc(CNC(N)=O)cc1	0	-3	i	i	5	i	i	i	i	-7	i

Reprinted at random: 3 records from the list, in no set order.
SMILES	GSK3 alpha inh	GSK3B inh	KCNQ1 inh	KCNK3 block	Dyrk1A ADPGlo	KCNQ1 act	RGS4 inh	KCNK9 block	RGS4 act	hERG rescue	PolyA inh
O=C1c2ccccc2C2(c3cc(C(F)(F)F)cc(C(F)(F)F)c3)NCCN12 (stereo not given)	0	0	i	i	1	14*	i	i	i	-8	i
COc1ccc(C2(O)C(=O)Nc3ccc(C)cc32)cc1OC (stereo not given)	-2	0	i	i	0	i	i	i	i	-1	i
Cn1c2c(c(=O)n(C)c1=O)[C@@H]1c3c(ccc4ccccc34)OC[C@@H]1CO2	-2	3	i	i	2	i	i	i	i	-6	i

A portion of the library (hit frequency here may not be typical).
